# HCV inhibitor – inhibitors of hepatitis C virus infection. Huh7.5.1 HCVcc-Cre infection, luciferase reporter, 44 h. Potency, µM (titrated, usually from 41.8 µM), for inactives: at the top dose activity change, negative = inhibition, actives largely listed as inhibitors. hit rate 3.4% among 340,000; also: potency is read from the fitted curve at half-maximal effect; % is scaled to controls: 0 for no effect and ±100 for the full control effect
#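 Luciferase read-out (15 sec integration) after a 15 min room-temperature substrate step quantifies HCVcc-Cre infection. Cells, 1,000 per well, had compound added 4 h post-plating, then virus at ~0.5 moi, and were cultured 44 h.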
# Cycloheximide cs – affects cycloheximide protein synthesis inhibition readout, counter-screen. hit rate 12% among 300,000. max response, %. cell reporter, cycloheximide protein synthesis inhibition counterscreen; in the data active = max response mostly above about 13%, no sharp cut-off; inactive = mostly below about 14%; also: read at 38.3 µM for the half of the compounds with a filed dose; 0% is about no effect
# Pf growth 48h – P. falciparum growth inhibition at 48 hours (one generation) | Potency, µM (top dose mostly 28.7 µM), without a hit: at the top dose activity change, negative = inhibition, most hits filed as inhibitors | hit rate 5.9% among 310,000 | P. falciparum luciferase growth in erythrocytes, 48 h; also: potency is read from the fitted curve at half-maximal effect; % is scaled to controls: 0 for no effect and ±100 for the full control effect
#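 A one-generation exposure of luciferase-tagged malaria parasites in RPMI 1640/Albumax erythrocyte culture, 37 C and 5% CO2. Inhibition is inferred from decreased luminescence after adding detection reagent.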
# Shiga inhibitor – blocks Shiga toxin action in Vero cells. Vero cells, Shiga toxin protein synthesis inhibition reporter. inhibition, % at 38.7 µM. hit rate 9.2% among 290,000. AID 2315; in the data active = inhibition mostly above about 28%, no sharp cut-off; inactive = mostly below about 43%; also: 0% is about no effect
# FBPA Giardia inh – inhibitors of Giardia lamblia fructose-1,6-bisphosphate aldolase. A8B2U2. purified Giardia FBPA. Potency, µM (series often up to 59.6 µM), for the others: at the highest dose activity, negative = inhibition, actives largely listed as inhibitors. hit rate 0.71% among 290,000. AID 2451; also: potency is read from the fitted curve at half-maximal effect; % is scaled to controls: 0 for no effect and ±100 for the full control effect; nearly all actives have a fitted effect of over 55% in size
# Target sequence (A8B2U2 whole entry, looked up): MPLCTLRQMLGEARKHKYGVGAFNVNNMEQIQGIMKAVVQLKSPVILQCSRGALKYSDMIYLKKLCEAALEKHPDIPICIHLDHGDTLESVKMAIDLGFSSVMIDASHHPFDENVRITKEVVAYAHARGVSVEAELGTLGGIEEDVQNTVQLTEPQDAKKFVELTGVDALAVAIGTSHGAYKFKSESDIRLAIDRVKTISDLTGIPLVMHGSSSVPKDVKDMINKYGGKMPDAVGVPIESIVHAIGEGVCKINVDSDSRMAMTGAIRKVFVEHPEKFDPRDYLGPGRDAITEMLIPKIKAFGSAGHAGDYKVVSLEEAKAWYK
#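 40 nM FBPA preincubated 10 min at RT with compound (up to 57.5 uM final), then substrate plus GAPDH/TPI/NAD/arsenate coupling and diaphorase/resazurin added. Fluorescence read after 20 min at RT, 525/598 nm.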
# Pf growth 96h – inhibits malaria parasite growth, 96 h. P. falciparum luciferase reporter growth, 96 h. Potency, µM (titrated, usually from 28.7 µM), without a hit: at the top dose activity change, negative = inhibition, actives largely listed as inhibitors. hit rate 6.9% among 320,000; also: potency is read from the fitted curve at half-maximal effect; % is scaled to controls: 0 for no effect and ±100 for the full control effect
#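 Parasite growth measured via integrated firefly luciferase reporter in P. falciparum. Infected erythrocytes at 2% hematocrit, 0.05% parasitemia final were treated 96 hours at 37 C under 5% CO2, and luminescence was read.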
# * = called active by the depositor; u = inconclusive; x = no result given; [ ] = dose if it differs, or a comment. Unless noted, calls follow the shape of the dose curve; as a rule, active = well fitted curve in the direction sought with a large enough effect; inconclusive = small, poorly fitted or top-dose-only effect, or another doubt; inactive = no such curve, though single readings can be large; an effect the other way counts as inactive or inconclusive.
compound | Pf growth 96h | Shiga inhibitor | FBPA Giardia inh | HCV inhibitor | Pf growth 48h | Cycloheximide cs
Cc1cc(C)c(C(=O)COC(=O)c2cccc(S(=O)(=O)NCc3ccccc3)c2)cc1C | -1% | 11 | 0% | u | 1% | 23*
COCC(=O)OCC(=O)Nc1cc(C(C)(C)C)nn1-c1ccccc1 | x | -15 | 7% | -24% | 16% | -5
COC(=O)CSc1nc2[nH]ncc2c(=O)[nH]1 | 14% | -20 | 0% | 3% | -14% | 1
CC1=C(C(N)=O)C(c2ccccn2)n2nc(-c3ccccc3Cl)nc2N1 (stereo unspecified) | 10µM* | -1 | 0% | 4% | 4% | 10
O=C(/C=C/c1ccccc1)NC(NC(=S)Nc1cccc(Cl)c1)C(Cl)(Cl)Cl (stereo unspecified) | u | 11 | 0% | u | u | -2
Cc1cccc(N2CCN(S(=O)(=O)c3cccs3)CC2)c1C | u | -4 | x | 3% | u | -6
CCCCNC(=O)C(=O)N/N=C/c1ccc(OCC(=O)Nc2cccc(OC)c2)c(OC)c1 | -1% | 14 | -3% | -7% | 17% | -1
Clc1ccccc1OCCCCn1ccnc1 | u | -1 | 10% | 0% | u | 13
COc1ccc(Cn2c(=N)c(C(=O)NC3CCCCC3)cc3c(=O)n4ccccc4nc32)cc1 | 1.9µM* | 38 | x | u | 4.7µM* | 14
O=C(N/N=C/c1ccc(F)cc1)c1ccc(Br)cc1 | 39%[activator] | 62 | 0% | -3% | 16% | 15
Cc1cccc(NC(=S)NNC(=O)c2ccc3c(c2)OCO3)c1 | 388%[activator] | 49* | 8% | 6% | 0% | 116*
O=C(Nc1ccc(N2CCCCC2)c(Cl)c1)c1ncn[nH]1 | -5%[5.75 µM] | 8 | -1% | -21% | 0.47µM* | 10
COC(=O)C(Cc1ccccc1)NC(=O)C(N)CC(=O)O (stereo unspecified) | 0% | x | -4% | x | 0% | x
COc1ccc(C(=O)OCC(=O)N2C(C)CCCC2C)cc1[N+](=O)[O-] (stereo unspecified) | -1% | -2 | 0% | 6% | 2% | -1
Cc1ccsc1C(=O)OCC(=O)c1cc2ccccc2o1 | -5% | 51 | -1% | -5% | 29% | 20
Cc1cc(Cl)cc(C)c1OCC(=O)N1CCN(c2ncccn2)CC1 | u | x | x | 9% | u | x
CC(C)OCCCNC(=O)C1CC(=O)N(C2CCCCCCC2)C1 (stereo unspecified) | x | -6 | 4% | -6% | 8% | -3
COc1ccc(CN2C(=O)c3cccnc3C2=O)cc1S(=O)(=O)NCc1ccc(C)cc1 | 19% | -7 | 0% | 10% | 0% | 1
O=S1(=O)N=C(N(CCO)/N=C/c2ccccc2)c2ccccc21 | u | -23 | -5% | -3% | -2% | -6
CCCc1cc(=O)oc2c3c(cc(OCC(=O)NCC4CCC(C(=O)O)CC4)c12)OC(C)(C)CC3 (stereo unspecified) | 1.3µM* | -1 | -4% | -23% | u | 6
N#C/C(=C\c1c(N2CCN(c3ccccc3)CC2)nc2ccccn2c1=O)C(N)=O | u | 50* | -13% | -2% | 19% | 28*
CC(NC(=O)/C(C#N)=C/c1cccs1)c1ccccc1 (stereo unspecified) | 27% | 36 | 4% | 11% | 3% | 13
Cc1cc(NC(=O)Cc2ccccc2[N+](=O)[O-])no1 | u | -13 | -4% | 16% | 17% | 2
C(=N\n1cnnc1)/c1cccc(OCCOc2ccccc2)c1 | 14% | 94* | -7% | 7% | 67%[activator] | 20*
Cc1cc(C)cc(OCc2nnc(SCC(=O)N3CCCCC3)o2)c1 | 0% | -4 | -11% | 0% | 4% | -1
CN(C1=NS(=O)(=O)c2ccccc21)c1ccc(OC(=O)c2ccccc2)cc1 | 0% | -2 | x | 12% | 17% | 8
COc1ccc(OC)c2sc(N3CCN(C(=O)c4ccc5ncsc5c4)CC3)nc12 | u | x | x | u | 12µM* | x
COCCn1c(N)c(Sc2ccc(C)cc2)c(=O)[nH]c1=O | 20% | -7 | x | 28% | 31%[activator] | -4
COc1ccc(C(OC(=O)c2ccco2)C(=O)NC(C)(C)C)cc1 (stereo unspecified) | 115%[activator] | -4 | 2% | -2% | 2% | -2
CCC(C)NS(=O)(=O)c1ccc(OCC(=O)NCc2ccco2)cc1 (stereo unspecified) | u | 11 | 2% | 0% | -2% | 13
CCOC(=O)Cc1nnc(NC(=O)CCc2ccccc2)s1 | 38%[activator] | -4 | -7% | 12% | 4% | -2
Cc1cccc(NC(=O)CSc2ccc(-c3ccc4c(c3)OCO4)nn2)c1C | 28% | 22 | 0% | 8% | 6% | 1
Cc1nn(CC(=O)Nc2cc(S(=O)(=O)N3CCOCC3)ccc2Cl)c(C)c1[N+](=O)[O-] | u | x | x | -12% | u | x
CNc1ccc(Br)cc(C(=O)/C=C/c2ccc(Cl)cc2Cl)c1=O | u | -4 | u | u | u | 2
CCN1C(=O)c2cccc3c(S(=O)(=O)NCc4ccccn4)ccc1c23 | x | 4 | -5% | -5% | u | -2
CCN(c1ccccc1)S(=O)(=O)c1ccc(C(=O)NCC2(N(C)C)CCCCC2)cc1 | u | x | x | u | u | x
COc1ccc(-c2cnc(SCC(=O)Nc3ccc4c(c3)OCO4)n2Cc2ccco2)cc1 | x | 25 | 5% | 14µM* | x | 14*
CC1=NN(C(N)=S)C(=O)C1N=Nc1ccc(F)cc1 (stereo unspecified) | 19% | 66* | 19% | 2% | 1.9µM* | 25*
OCCNCc1cccc(OCc2ccccc2Cl)c1 | u | -11 | -2% | -1% | u | -3
COC(=O)c1cc2ccsc2n1CC(=O)N(C)c1ccccc1 | u | 2 | 10% | -9% | 11% | 7
COc1cccc(NC(=O)CN(C)S(=O)(=O)c2ccc3c(c2)NC(=O)CS3)c1 | -9% | -3 | x | 3% | -17% | 5
O=C(O)c1cc(N/N=C/c2ccncc2)ccc1Cl | 442%[activator] | 59* | 0% | 8% | 155%[activator] | 21*
CCOC(=O)c1ccc(Cn2c(-c3ccccc3)nnc2-c2ccccc2)o1 | 11% | 32 | 5% | -29% | u | 15
O=C(COC(=O)c1nc(Cl)ccc1Cl)NCc1ccc(Cl)cc1 | -23% | x | x | -10% | u | x
Cc1ccc(-c2nn(C)c(=O)c3ccccc23)cc1CN1CCCCC1 | 6% | 6 | 3% | -21% | 2% | 1
Cc1cc(C)cc(-c2nnc(SCC(=O)c3ccc4c(c3)OCCO4)o2)c1 | u | -3 | 4% | u | 3% | -2
N#Cc1c(-c2ccc(F)cc2)nc2n(c1=O)CCS2 | -18% | -14 | 3% | 22µM* | x | -4
Brc1cccc(-c2nnc3sc(CN4CCC5(CC4)OCCO5)cn23)c1 | 38%[activator] | -9 | -5% | u | 26% | -8
Cc1ccc(C)c(SCC(=O)Nc2ccc(C)c(S(=O)(=O)N3CCOCC3)c2)c1 | u | x | x | u | u | x
Cc1ccc([C@@H]2[C@@H]3C(=O)N(c4ccccc4)C(=O)[C@@H]3[C@]3(C)C(=O)N(Cc4ccc(-c5ccccc5)cc4)CC(=O)N23)o1 | -1% | 8 | 19% | 12% | -16% | -2
COc1ccccc1S(=O)(=O)Cc1ccc(C(=O)NCc2ccc3c(c2)OCO3)o1 | 160%[activator] | -11 | 3% | -3% | x | -4
Cc1cc(NS(=O)(=O)c2ccc(NC(=S)Nc3ccc(Cl)cc3C)cc2)no1 | 0% | 7 | -2% | 23% | 20% | -2
O=C(NC1(C(=O)NC2CCCC2)CCCCC1)c1ccc2c(c1)OCO2 | 9.3µM* | -19 | 4% | 7% | -17% | -4
OCC[C@@H]1C[C@H](O)[C@@H](O)[C@]2(CCCc3ccccc3O2)O1 | 15% | 6 | 3% | 9% | 0% | -1
O=C(NCc1ccc2c(c1)OCO2)c1ccc(Cl)c(S(=O)(=O)N2CCOCC2)c1 | x | -23 | 3% | -10% | u | 5
CCOc1ccccc1N(CC(=O)N1CCCCCC1)S(C)(=O)=O | u | 4 | 5% | 0% | 0% | -1
Cc1ccc(-c2noc(CCCC(=O)NCC3CCCO3)n2)cc1 (stereo unspecified) | -4% | 24 | 7% | u | 43%[activator] | 8
CC(CCc1ccccc1)NC(=O)c1cccc([N+](=O)[O-])c1 (stereo unspecified) | 17% | 5 | 3% | 11% | 27% | -2
CCOc1cc(/C=N/Nc2ncnc(Cl)c2N)ccc1O | 46%[activator] | 57* | u | -22% | 36%[activator] | 35*
COc1cc(OC)c(N2CC(C(=O)Nc3cccc(C(=O)NC4CC4)c3)CC2=O)cc1Cl (stereo unspecified) | -26% | x | x | u | 1% | x

# Next part
compound | Pf growth 96h | Shiga inhibitor | FBPA Giardia inh | HCV inhibitor | Pf growth 48h | Cycloheximide cs
O=C/C(=C\Nc1ccc(Cl)cn1)c1nc2cc(Cl)ccc2o1 | -7% | -5 | u | 19% | -17% | -4
O=C(NCCc1ccccc1)C1CCCN1C(=O)Nc1ccc(F)cc1 (stereo unspecified) | -4% | -6 | 1% | -8% | -21% | -2
CCCCNC(=O)N1CCCC(N(C)CCc2ccc(OC)c(OC)c2)C1 (stereo unspecified) | u | -2 | 10% | 16% | 0% | -1
O=C(N/N=C/c1sc(=O)n(-c2ccccc2)c1Cl)c1ccccc1 | 2.3µM* | 76* | -3% | u | u | 28*
Cc1ccc(-c2cnco2)cc1 | 14% | -4 | 4% | 7% | 36%[activator] | 8
COC(=O)c1c(-c2ccccc2)csc1N | x | -5 | -17% | -19% | -16% | 7
COc1ccc(OC)c(-c2csc(NC(=O)Cn3[nH]c(=O)c4ccccc4c3=O)n2)c1 | u | -3 | -3% | u | u | -1
OC(CN1CCC(Cc2ccccc2)CC1)c1ccccc1 (stereo unspecified) | u | -19 | 1% | -19% | u | 5
Cc1cc[n+](CCc2ccccc2)cc1C | -9% | -3 | 20% | 9% | 7%[0.00184 µM] | -4
O=C(NC(=S)Nc1ccccc1N1CCCCC1)c1ccccc1 | -19% | -13 | -5% | 11µM* | 0% | -4
CCOC(=O)C(NC(C)=O)C(=O)Nc1ccc(C)cc1C (stereo unspecified) | 31%[activator] | 18 | 0% | 6% | 3% | -3
CCOc1ccc(/C=N/NC(N)=S)cc1 | u | 20 | u | 2% | 53%[activator] | 15
CC1CC(OC(=O)C(O)c2ccccc2)CC(C)(C)N1C (stereo unspecified) | 57%[activator] | -1 | 4% | -1% | 0% | 5
O=C(Oc1ccc(N2C(=O)CCC2=O)cc1)c1ccccc1 | u | 18 | 0% | u | -4% | -2
COc1cccc(/C=C/C(=O)OCC(=O)N2c3ccccc3CC2C)c1OC (stereo unspecified) | 19% | x | x | -21% | -1% | x
Cc1cc(C)cc(NC(=O)C2CCCN2S(=O)(=O)c2ccc3c(c2)n(C)c(=O)c(=O)n3C)c1 (stereo unspecified) | -12% | -2 | 4% | 1% | 5% | -2
COc1cccc(NC(=S)Nc2cc(C)cc(C)n2)c1 | 91%[activator] | 56* | 1% | u | 122%[activator] | 49*
O=C(Nc1ccc(N2CCOCC2)c(Cl)c1)c1ccc(Cl)cc1 | 10% | 52* | 16µM* | 10µM* | 0% | 32*
CC(C)(C)c1ccc(OCCCC(=O)N2CCOCC2)cc1 | -8% | 55* | -1% | -10% | 18% | 40*

# Part of the list above, with values under each structure:
# Second line of a record: Pf growth 96h, Shiga inhibitor, FBPA Giardia inh, HCV inhibitor, Pf growth 48h, Cycloheximide cs
- O=C(Oc1ccc(N2C(=O)CCC2=O)cc1)c1ccccc1
    u, 18, 0%, u, -4%, -2
- COc1cccc(/C=C/C(=O)OCC(=O)N2c3ccccc3CC2C)c1OC (stereo unspecified)
    19%, x, x, -21%, -1%, x
- Cc1cc(C)cc(NC(=O)C2CCCN2S(=O)(=O)c2ccc3c(c2)n(C)c(=O)c(=O)n3C)c1 (stereo unspecified)
    -12%, -2, 4%, 1%, 5%, -2
- COc1cccc(NC(=S)Nc2cc(C)cc(C)n2)c1
    91%[activator], 56*, 1%, u, 122%[activator], 49*
